Compound activity deposited in PubChem by The Scripps Research Institute Molecular Screening Center.
SRC1 TRFRET art = counter-screen for PPARgamma SRC-1 recruitment agonists: TR-FRET artefact; TR-FRET detection artefact counter-screen, emission ratio; stronger effect = higher value; TR-FRET ratio at 8 µM; AID 1051; actives 0.34% (n = 99,000); in the data active = TR-FRET ratio above about 2300; also: inactives centre near 1800; reference of the scale not given here
SRC3 TRFRET art = flags TR-FRET format artefacts in PPARgamma SRC-3 recruitment agonist screen; AID 1048; TR-FRET artefact counter-screen, PPARgamma/SRC-3 format; stronger effect = higher value; TR-FRET ratio at 8 µM; actives 0.39% (n = 99,000); in the data active = TR-FRET ratio above about 2000; also: inactives centre near 1600; reference of the scale not given here
* hit, by the source's call.

SMILES | SRC1 TRFRET art | SRC3 TRFRET art
Cc1ccc(S(=O)(=O)N2CCCOC2CNC(=O)C(=O)NCCc2c[nH]c3ccccc23)cc1 (centres undefined) | 1841 | 1706
Cc1ccc2c(O)c(C)c(=O)[nH]c2n1 | 1859 | 1501
CC(=O)Nc1ccc(C(=O)OCc2ccccc2Br)cc1 | 1487 | 1259
Fc1ccc(-c2nc3c(-c4ccc(Cl)cc4)cnn3cc2CCN2CCOCC2)cc1 | 1694 | 1605
CC1=C(C#N)C2(O)C(=O)c3ccccc3C2(O)N1 (centres undefined) | 1802 | 1271
CC(C)CCN1CCN(Cc2ccc(C#CCCO)cc2)CC1CCO (centres undefined) | 1770 | 1654
CCOC(=O)c1c(C)[nH]c(C)c1C(=O)CSc1nc2ccccc2n1CCOC | 1782 | 1741
CCOC(=O)Cc1cnc(NC(=O)CSc2nc(C)cc(C)n2)s1 | 1736 | 1501
Cc1cc(NC(=O)CC#N)n(-c2ccccc2)n1 | 1955 | 1697
Cc1cc(/C=C\c2ccccc2)nc2ccccc12 | 1750 | 1650
CC(C)OC(=O)/C(=C\c1cccnc1)NC(=O)c1ccccc1 | 1807 | 1527
O=C(CCc1nnc(Cc2ccc(-c3ccccc3)cc2)o1)NCCc1cccnc1 | 1399 | 1669
CC(C)Cn1c(=O)c(C(=O)Nc2cnccn2)c(O)c2ccccc21 | 1686 | 1671
Cc1cc(C(=O)CSc2nnnn2C)c(C)n1C1CC1 | 1650 | 1573
Cc1[nH]c2ccccc2c1C(=O)CN1C(=O)NC2(CC(C)CC(C)(C)C2)C1=O (centres undefined) | 1538 | 1495
Cc1cc(C(=O)c2cnc(/N=C/N(C)C)s2)c(F)cc1Cl | 1713 | 1359
CCOc1ccc(-c2nc3scc(-c4cccs4)c3c(=O)[nH]2)cc1 | 1852 | 1406
Cc1nn(C)c(Cl)c1C(=O)NCC(=O)NCc1ccccc1 | 2011 | 1448
O=C(N/N=C\c1cc([N+](=O)[O-])ccc1N1CCCC1)c1ccccn1 | 2020 | 1738
COC(=O)NC(NC(=S)Nc1ccccc1OC)C(Cl)(Cl)Cl (centres undefined) | 1702 | 1631
O=C(CN1CCCCCCC1)NC(=O)NC1CCCCC1 | 1840 | 1481
CN(C)S(=O)(=O)c1cccc(-c2nnc(SCCNCCO)n2-c2ccc(F)cc2)c1 | 1818 | 1509
O=C(c1ccc(COc2ccccc2Br)o1)N1N=C(C(F)F)CC1(O)C(F)F (centres undefined) | 1935 | 1646
CCOC(=O)N1CCN(C(=O)CSc2nc(C)nc3c2c(=O)n(C)c(=O)n3C)CC1 | 1661 | 1519
CN1CCOCCOCCOCCN(C)C1=S | 1502 | 1547
Remaining list, next part
SMILES | SRC1 TRFRET art | SRC3 TRFRET art
O=C(NC1CCCCC1)C(c1cccs1)N(CCCN1CCOCC1)C(=O)c1ccc(-c2ccccc2)[nH]1 (centres undefined) | 2061 | 1822
COc1ccc(CCN=C(C)C2=C(O)C(c3ccccc3)OC2=O)cc1OC (centres undefined) | 1762 | 1632
Cc1ccc(Cn2c(SCC(=O)N3CC(=O)Nc4ccccc43)nc3ccccc3c2=O)cc1 | 1755 | 1556
O=C(COc1cccnc1[N+](=O)[O-])NCCc1ccc(F)cc1 | 1536 | 1485
Cc1ccc2c(c1)C(O)(CC(=O)/C=C/C=C/c1ccccc1)C(=O)N2 (centres undefined) | 1652 | 1553
CC(C)CC(COCc1ccc(C(F)(F)F)cc1)N1CCN(C(=O)c2ccc(C(F)(F)F)cc2)CCC1=O (centres undefined) | 1848 | 1651
OC(COCCOc1ccc(Br)cc1)CN1CCCCC1 (centres undefined) | 1668 | 1589
O=C(NCCc1ccccc1)c1ccccc1NC(=O)C1CCCO1 (centres undefined) | 1799 | 1633
COC1=Cc2c(ccc3ccc(=O)oc23)OC1(C)C | 1771 | 1708
COc1ccc(N2Cc3ccccc3C2=NC(=O)c2cncc(Br)c2)cc1 | 2005 | 1470
CC(C)NC(=O)C(=O)NCCCN1CCOCC1 | 1877 | 1574
O=C(Nc1ccccn1)C1CCN(S(=O)(=O)c2cccs2)CC1 | 2068 | 1420
Cc1ccc2nc(NC(=O)CCn3cccc3)sc2c1 | 1651 | 1678
CCOC(=O)C1(CCc2ccccc2)CCN(C(=O)[C@@H]2C[C@@H](C)NC(=S)N2)CC1 | 1521 | 1489
FC(F)(F)c1cccc(NCc2n[nH]c(=S)n2C2CCCCC2)c1 | 1704 | 1559
Cc1nn(C)cc1C(C(=O)NC1CCCCC1)N(C(=O)Cc1cccs1)c1ccc(F)cc1 (centres undefined) | 1995 | 1721
O=C(O)CCC(=O)Nc1cccc(C(=O)Nc2ccc(Br)cc2)c1 | 1893 | 1559
Cc1ccc(NC(=O)CSCC(=O)NCCc2ccccn2)c(C)c1 | 1751 | 1704
O=C(Nc1ccc(Oc2cccnc2)cc1)c1cccc([N+](=O)[O-])c1 | 2019 | 1777
Cc1ccc(S(=O)(=O)N(c2nc(N(C)C)nc(N(C)C)n2)n2cnnc2)cc1 | 1675 | 1644
CN(Cc1ccccc1)C(=O)c1c[nH]c2ccc(S(=O)(=O)N3CCOCC3)cc2c1=O | 1768 | 1698
CCc1nc2c(c(=O)c3ccccc3n2C)c(=O)n1C1CCCCCC1 | 1688 | 1671
Cc1cccc(OCC(=O)Nc2ccc(N3CCN(C(=O)c4ccccc4)CC3)cc2)c1 | 1773 | 1728
CCC(C)(C)NC(=O)C(c1ccncc1)N(C(=O)c1sc(C)nc1C)c1ccc(C)cc1 (centres undefined) | 1717 | 1410
CCC(C)C(NC(N)=O)C(=O)Nc1ccc(C)c(Cl)c1 (centres undefined) | 1564 | 1668
Continued.
SMILES | SRC1 TRFRET art | SRC3 TRFRET art
O=C(NCc1ccncc1)c1cn(-c2ccccc2)nc1-c1cccnc1 | 1682 | 1611
O=C(O)CCC(=O)N1N=C(c2c(-c3ccccc3)c3cc(Cl)ccc3[nH]c2=O)CC1c1cccs1 (centres undefined) | 1803 | 1625
C=CCC1Cc2c(Br)cccc2C(CC=C)N1 (centres undefined) | 2057 | 1570
CC(=O)c1cccc(NC(=S)NC(=O)c2ccc(C)cc2)c1 | 1916 | 1586
COC(=O)c1cccc(NC(=S)N2CCOCC2)c1 | 1777 | 1330
C=C1c2ccccc2NC(=O)N1c1ccc(OC)cc1 | 1702 | 1625
CC(C)Cn1c(SCC(=O)N2CCN(C(=O)c3ccco3)CC2)nc2ccccc2c1=O | 1522 | 1681
COC(=O)C(C)Sc1nc2c(c(=O)n(C)c(=O)n2C)n1CCC(C)C (centres undefined) | 1952 | 1714
Cc1cc(C(=O)N/N=C/c2ccco2)n[nH]1 | 1596 | 1459
CCNC(=O)NC(=O)C(C)OC(=O)C1CCN(S(=O)(=O)c2ccccc2F)CC1 (centres undefined) | 1739 | 1583
CCn1c(=O)cc(SCC(=O)NCCCN2CCC(C)CC2)c2ccccc21 | 2386* | 1905
CC(=O)N(c1nc(CCl)cs1)c1ccc(C)cc1C | 1483 | 1603
CC(NC(=O)Cc1ccccc1)c1cc2c(cc1Br)OCCCO2 (centres undefined) | 1724 | 1530
Cc1c(C)c2ccc(OS(C)(=O)=O)cc2oc1=O | 1661 | 1498
CC1CN(CCOc2ccc(Cl)cc2Cl)CC(C)O1 (centres undefined) | 1812 | 1737
Cc1ccsc1CN(C)Cc1nc(C2CC2)no1 | 1886 | 1446
COc1ccc(O[C@H]2C=C[C@@H](c3ccccc3)O[C@@H]2CO/N=C(\C)CCN2CCc3nc(-c4ccccc4)c(-c4ccccc4)cc3C2)cc1 | 1845 | 1547
O=C(CSc1ncccc1C(=O)O)c1ccccc1F | 1836 | 1518
Cc1nc2ccc(NC(=O)COc3ccccc3F)cc2s1 | 1630 | 1274
Cc1ccccc1NC(=O)CSC1=NCCN1 | 1912 | 1824
CC(=O)Oc1ccc(C(=O)Nc2cc(NC(=O)c3ccc(OC(C)=O)cc3)cc(C(=O)NC(C)(C)C)c2)cc1 | 1640 | 1633
O=C1CCCC(=O)N1c1ccc(O)cc1 | 1947 | 1777
CCOC(=O)c1c(NC(=O)C2C3C=CC(C3)C2C(=O)O)sc2c1CC(C)CC2 (centres undefined) | 2039 | 1974
COc1ccc(-c2cc(-c3ccccc3)nc(SCC(=O)Nc3nccs3)c2C#N)cc1 | 2009 | 1516
Cc1ccc(-c2csc(NC(=O)N3CCOCC3)n2)cc1 | 2092 | 1698
(list continues)
SMILES | SRC1 TRFRET art | SRC3 TRFRET art
N/C(=N\OC(=O)c1ccc(Br)o1)c1ccccn1 | 1859 | 1470
CCCc1ccc(OCC(=O)Nc2cc(S(=O)(=O)CC)ccc2O)cc1 | 1704 | 1548
CCc1nnc(N/N=C/c2c(C)[nH]c3ccccc23)n1N | 1948 | 1486
c1ccc2c(NCC3CCCO3)nc(N3CCCCC3)nc2c1 (centres undefined) | 1940 | 1546
C=C(C)C1CC=C(C)/C(=N/NC(=O)c2cccc([N+](=O)[O-])c2)C1 (centres undefined) | 1895 | 1561
Cc1ncc([N+](=O)[O-])n1CCOC(=O)Nc1ccc([N+](=O)[O-])cc1 | 1506 | 1469
CCOc1ccccc1NC(=O)CCN(c1ccc(C)cc1)S(=O)(=O)c1ccccc1 | 1600 | 1346
CCOC(=O)c1cc(-c2ccc(OC(F)F)cc2)nc2c1c(=O)[nH]c(=O)n2C | 1624 | 1427
CCOP(=O)(OCC)C(NC(=O)c1ccc(OC)c(OC)c1)c1ccccc1 (centres undefined) | 1758 | 1435
C[C@]12C=CC(=O)C=C1CC[C@H]1[C@@H]3C[C@@H](O)[C@](O)(C(=O)CO)[C@@]3(C)C[C@H](O)[C@@]12F | 1695 | 1713
CSc1ncccc1C(=O)OCC(=O)NC(C)(C)C | 1652 | 1378
O=C(COc1ccccc1Cl)N(Cc1ccco1)C1CCS(=O)(=O)C1 (centres undefined) | 1879 | 1691
O=C(Nc1ccc(F)cc1)C(c1ccccc1)N1CCN(S(=O)(=O)c2ccccc2)CC1 (centres undefined) | 1697 | 1665
CCCCc1ccc(S(=O)(=O)NNC(=S)NCc2ccco2)cc1 | 1970 | 1824
Cc1c(C(=O)Nc2ccccc2)cn2c(nc3ccccc32)c1C#N | 1786 | 1377
O=C(Nc1ccccc1C(=O)O)c1cc(S(=O)(=O)N2CCOCC2)cs1 | 2008 | 1689
CCc1ccc(C2c3[nH]c4ccccc4c3CCN2C(=O)c2ccc(=O)n(C)n2)cc1 (centres undefined) | 1604 | 1495
Cc1ccc(C(=O)NC2CCN(CC(=O)Nc3cccc([N+](=O)[O-])c3)CC2)cc1 | 1760 | 1478
CC(=O)NC(=S)Nc1cccc([N+](=O)[O-])c1 | 1837 | 1532
O=C(c1ccccc1)N1N=C(c2ccccc2)CC1c1ccccc1O (centres undefined) | 1759 | 1690
CC1(C)NC(C)(C)c2nonc2/C1=N\O | 1554 | 1331
Cc1cc(/C=N/NC(=O)c2nn(C)cc2Cl)c(C)n1-c1cccc(Br)c1 | 1987 | 1787
CC(=O)Nc1ccc(C2NC(=S)N(c3ccccc3C(F)(F)F)C(C)=C2C(=O)N2CCOCC2)cc1 (centres undefined) | 1854 | 1652
COc1ccc(C2(C(=O)NCc3ccccc3Cl)CCOCC2)cc1OC | 1896 | 1560
COc1ccc(NC(=O)c2ccc(C)cc2)c(OC)c1 | 1734 | 1619
Following part.
SMILES | SRC1 TRFRET art | SRC3 TRFRET art
CN(c1ccc(OCC(=O)OCC(=O)Nc2ccc(F)cc2)cc1)S(=O)(=O)c1ccc(Cl)cc1 | 1817 | 1579
O=C1NN(c2ccccc2)C(=O)/C1=C/c1cccs1 | 1943 | 1601
O=C(Nc1ccc2c(c1)OCCO2)c1cc2ccccc2o1 | 1888 | 1662
Cc1c(NS(=O)(=O)c2ccc(N(C)C3CCCCC3)c([N+](=O)[O-])c2)c(=O)n(-c2ccccc2)n1C | 1523 | 1673
COc1ccc(CCCC(=O)N/N=C/c2cccc(OC)c2O)cc1C | 1913 | 1649
COc1ccc(NC(=S)N(CCCN2CCOCC2)C(C)c2cc3cccc(OC)c3o2)cc1 (centres undefined) | 1798 | 1292
O=C(O)CN1C(=O)/C(=C/c2ccc(SCc3ccccc3)o2)SC1=S | 1642 | 1396
COC(=O)C1CCN(C(=O)COC(=O)c2ccc(OC)c(S(=O)(=O)N3CCCc4ccccc43)c2)CC1 | 1580 | 1505
Cc1cccc(-c2nnc(NC(=O)c3cccs3)s2)c1 | 1913 | 1519

Single entries from the entries so far:
For SRC3 TRFRET art, `CC(=O)Nc1ccc(C(=O)OCc2ccccc2Br)cc1` is listed with 1259
For SRC3 TRFRET art, `CCNC(=O)NC(=O)C(C)OC(=O)C1CCN(S(=O)(=O)c2ccccc2F)CC1` (centres undefined) is listed with 1583

A draw from above in order of molecular weight, low to high.
SMILES | SRC1 TRFRET art | SRC3 TRFRET art
CC1(C)NC(C)(C)c2nonc2/C1=N\O | 1554 | 1331
CC(=O)NC(=S)Nc1cccc([N+](=O)[O-])c1 | 1837 | 1532
O=C1NN(c2ccccc2)C(=O)/C1=C/c1cccs1 | 1943 | 1601
O=C(Nc1ccc2c(c1)OCCO2)c1cc2ccccc2o1 | 1888 | 1662
Cc1cccc(-c2nnc(NC(=O)c3cccs3)s2)c1 | 1913 | 1519
O=C(c1ccccc1)N1N=C(c2ccccc2)CC1c1ccccc1O (centres undefined) | 1759 | 1690
COc1ccc(C2(C(=O)NCc3ccccc3Cl)CCOCC2)cc1OC | 1896 | 1560
O=C(O)CN1C(=O)/C(=C/c2ccc(SCc3ccccc3)o2)SC1=S | 1642 | 1396
Cc1cc(/C=N/NC(=O)c2nn(C)cc2Cl)c(C)n1-c1cccc(Br)c1 | 1987 | 1787
Cc1c(NS(=O)(=O)c2ccc(N(C)C3CCCCC3)c([N+](=O)[O-])c2)c(=O)n(-c2ccccc2)n1C | 1523 | 1673
CN(c1ccc(OCC(=O)OCC(=O)Nc2ccc(F)cc2)cc1)S(=O)(=O)c1ccc(Cl)cc1 | 1817 | 1579
CC(=O)Nc1ccc(C2NC(=S)N(c3ccccc3C(F)(F)F)C(C)=C2C(=O)N2CCOCC2)cc1 (centres undefined) | 1854 | 1652
COC(=O)C1CCN(C(=O)COC(=O)c2ccc(OC)c(S(=O)(=O)N3CCCc4ccccc43)c2)CC1 | 1580 | 1505

An excerpt (hit frequency here may not be typical).
